High-throughput results deposited in PubChem BioAssay by The Scripps Research Institute Molecular Screening Center.
ULK1 primary: human ULK1 kinase inhibition, primary screen | O75385 | AlphaScreen Atg13 phosphorylation by ULK1, luminescence | inhibition, % at 5.96 µM | actives 1.9% (n = 30,000) | AID 1259251; in the data active = inhibition above about 43%;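 note: 0% = median of compound wells and 100% = no enzyme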
Target sequence (O75385 whole entry, looked up): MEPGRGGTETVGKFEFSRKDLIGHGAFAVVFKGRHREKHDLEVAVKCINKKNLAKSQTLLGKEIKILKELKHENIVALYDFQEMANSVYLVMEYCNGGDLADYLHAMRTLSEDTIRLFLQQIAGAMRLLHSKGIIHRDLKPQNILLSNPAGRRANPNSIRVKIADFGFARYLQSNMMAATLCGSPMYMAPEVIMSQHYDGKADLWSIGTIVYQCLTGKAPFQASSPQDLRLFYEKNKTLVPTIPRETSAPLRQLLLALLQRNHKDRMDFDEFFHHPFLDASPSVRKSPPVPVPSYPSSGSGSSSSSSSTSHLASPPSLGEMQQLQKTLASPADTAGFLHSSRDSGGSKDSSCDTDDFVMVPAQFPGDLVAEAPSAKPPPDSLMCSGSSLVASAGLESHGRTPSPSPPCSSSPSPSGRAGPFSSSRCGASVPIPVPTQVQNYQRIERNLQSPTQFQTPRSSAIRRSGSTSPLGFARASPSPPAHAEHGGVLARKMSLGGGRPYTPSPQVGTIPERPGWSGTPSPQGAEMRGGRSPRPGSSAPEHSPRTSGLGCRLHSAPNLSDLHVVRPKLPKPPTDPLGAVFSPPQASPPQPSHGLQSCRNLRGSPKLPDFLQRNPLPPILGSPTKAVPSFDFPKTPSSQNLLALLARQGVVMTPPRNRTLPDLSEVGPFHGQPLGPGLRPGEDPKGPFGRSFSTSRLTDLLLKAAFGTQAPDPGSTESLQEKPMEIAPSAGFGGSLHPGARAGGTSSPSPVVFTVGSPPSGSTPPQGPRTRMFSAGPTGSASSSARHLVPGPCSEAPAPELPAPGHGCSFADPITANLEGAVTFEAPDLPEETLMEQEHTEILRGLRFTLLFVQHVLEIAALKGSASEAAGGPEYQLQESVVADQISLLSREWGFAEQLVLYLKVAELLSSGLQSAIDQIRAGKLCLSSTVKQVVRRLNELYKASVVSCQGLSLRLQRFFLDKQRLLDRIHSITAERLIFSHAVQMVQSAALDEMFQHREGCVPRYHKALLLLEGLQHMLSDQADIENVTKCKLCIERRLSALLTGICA
ASK1 inh: human ASK1 kinase inhibition, primary screen. actives 0.99% (n = 22,000). AlphaScreen MKK6 phosphorylation by ASK1, luminescence. inhibition, % at 7.44 µM. Q99683; in the data active = inhibition above about 35%;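 note: 0% = median of compound wells and 100% = no enzyme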
* hit, by the source's call; x = no result given; & = joins results of further samples.

Preview, 6 compounds:
SMILES | ULK1 primary | ASK1 inh
Cc1cnc(Nc2ccc3ncccc3c2)nc1Nc1ccc(N2CCOCC2)cc1 | 34 | 17
CC(C)NC(=O)c1cccc(NC(=O)Nc2cc3cn[nH]c3cc2F)c1 | 33 | -8
CCN(CC)C(=O)C1CCCN(c2ncc(C)c(NCc3cccc(C(F)(F)F)c3)n2)C1 (stereo unspecified) | -1 | -3
CC(C)n1cnc2c(N)nc(NCc3ccc4c(c3)OCO4)nc21 | 5 | 14
Cc1cc(CCCOc2c(C)cc(-c3noc(C(F)(F)F)n3)cc2C)on1 | 7 | x
O=C1CCCN1CCCNc1nc(Nc2ncccn2)nc2nc[nH]c12 | 6 | -18

Main list, from the first entry:
SMILES | ULK1 primary | ASK1 inh
Cc1cnc(Nc2ccc3ncccc3c2)nc1Nc1ccc(N2CCOCC2)cc1 | 34 | 17
CC(C)NC(=O)c1cccc(NC(=O)Nc2cc3cn[nH]c3cc2F)c1 | 33 | -8
CCN(CC)C(=O)C1CCCN(c2ncc(C)c(NCc3cccc(C(F)(F)F)c3)n2)C1 (stereo unspecified) | -1 | -3
CC(C)n1cnc2c(N)nc(NCc3ccc4c(c3)OCO4)nc21 | 5 | 14
Cc1cc(CCCOc2c(C)cc(-c3noc(C(F)(F)F)n3)cc2C)on1 | 7 | x
O=C1CCCN1CCCNc1nc(Nc2ncccn2)nc2nc[nH]c12 | 6 | -18
COC(=O)c1ccc(Sc2cc[n+]([O-])cc2)cc1 | 12 | x
CC(C)n1cnc2c(NCCCN3CCCC3=O)nc(Nc3ccc(N4CCOCC4)cc3)nc21 | -4 | -4
C=CCNC(=O)CC(=O)N/N=C/c1cccc(OC)c1OC | -6 | x
O=C(NCCOc1ccccc1)c1cccc(N2CCN(c3ccccn3)CC2)n1 | -5 | 1
O=C(Nc1ccc2[nH]ncc2c1)c1cnccc1O[C@@H]1CCN(Cc2ccccc2)C1 | 10 | -19
Cn1c(C2COc3ccccc3O2)nc2ccc(-c3ccncc3)cc21 (stereo unspecified) | -3 | 11
O=C(COc1cccc2ccccc12)N/N=C/c1cccnc1 | -10 | x
COc1cc2nc(Cl)nc(N)c2cc1OC | 9&1 | 4
CCNc1nc(C)c([N+](=O)[O-])c(C)c1C#N | -10 | x
COc1nc(N)nc(-c2ccc(C(=O)N3CCN(C)CC3)cc2)n1 | -3 | 4
Cn1c(Nc2nc3ncnc(NCCc4ccc(O)cc4)c3[nH]2)nc2ccccc21 | 2 | -2
CCOc1ccc(C(=O)NC(C(=O)O)C(C)O)cc1 (stereo unspecified) | 2 | x
CCCNC(=O)c1cnc(Nc2nccc3ccccc23)s1 | -4 | -6
Cc1cccc(CC(=O)Nc2cnn(-c3cccc(C(=O)NC4CCCCC4)c3)c2)c1 | -2 | -4
c1ccc(CN2CCC(Nc3nccc(NCCOc4ccccc4)n3)CC2)cc1 | -2 | 0
Cn1c(Nc2nc(NCCc3ccc(O)cc3)c3[nH]cnc3n2)nc2ccccc21 | 11 | 4
O=C(NCCOc1ccccc1)c1ccnc(Nc2ncccn2)c1 | 11 | -3
CCOc1ccnc2c1c(=O)n(CC(=O)Nc1ccccc1)c(=O)n2C | 0 | x
CCCNc1nc(NCCCN2CCCC2=O)nc2cc(OC)c(OC)cc12 | -1 | -12
COc1cc(Nc2ncc(C)c(NCCCN3CCCC3=O)n2)cc(OC)c1OC | 76* | 4
COc1cc(Nc2cc(N3CCCC3CO)nc(N)n2)cc(OC)c1OC (stereo unspecified) | -14 | 5
COc1cccc(OCc2nc3cc(-c4cn[nH]c4C)ccc3c(=O)[nH]2)c1 | 8 | 14
O=C(Cc1cn(-c2ccc(N3CCOCC3)nn2)c2ccccc12)Nc1ccccc1 | -13 | -1
NC(=O)Cc1ccc(OC(=O)c2cccnc2C(F)(F)F)cc1 | 2 | x
Cc1cc(NCc2ccccc2)nc(-c2c(C)nn(C)c2C)n1 | -11 | -6
CC(=O)Nc1ccc(Nc2nc(-c3ccccc3)nc3c2ncn3-c2ccccc2)cc1 | -50 | -8
CC(C)n1cnc2c(Nc3ccc(Oc4ccccc4)cc3)nc(N3CCOCC3)nc21 | 17 | 42*
CC(=O)N1CCC(N(C(=O)C2CCN(c3ccc(C(F)(F)F)cn3)CC2)C2CC2)CC1 | -39 | x
CC(C)C[C@H](O)C(=O)NC1CCC(Nc2ccc3[nH]ncc3c2)CC1 (stereo partly specified) | -1 | -17
Cc1noc(C)c1-c1ccc(C(=O)Nc2ccccc2)s1 | -3 | -25
O=C(Nc1cccc(-c2ccncc2)c1)C1Cc2c(ccc3ccccc23)O1 (stereo unspecified) | -14 | -11
O=C(NC1CC1)c1ccc(-c2nc(NCc3nc4ccccc4[nH]3)c3ncn(-c4ccccc4)c3n2)cc1 | 2 | -25
Cc1nc2ncccc2c(=O)n1-c1cccc(NC(=O)c2ccc(C(C)(C)C)cc2)c1 | 5 | x
COc1nc(Nc2ccc(Oc3ccccc3)cc2)nc(-c2ccc(C(N)=O)cc2)n1 | -36 | 4

Part of the list above, reformatted.
structure	ULK1 primary	ASK1 inh
Cn1c(Nc2nc(NCCc3ccc(O)cc3)c3[nH]cnc3n2)nc2ccccc21	11	4
O=C(NCCOc1ccccc1)c1ccnc(Nc2ncccn2)c1	11	-3
CCOc1ccnc2c1c(=O)n(CC(=O)Nc1ccccc1)c(=O)n2C	0	x

(cont.)
SMILES | ULK1 primary | ASK1 inh
CCOc1cc(/C=N/N2C(=O)C3C(C2=O)C2C=CC3C23CC3)ccc1O (stereo unspecified) | 5 | x
Cc1cnc(NC(=O)C2=C(O)c3ccccc3S(=O)(=O)N2C)s1 | 6 | x
CCCNc1cc(C)nc(N2CCOCC2)n1 | 13 | 3
CCOc1ccc(S(=O)(=O)n2cc(C)nc2CC)c2ccccc12 | 4 | x
Cc1noc(C)c1-c1ccc(C(=O)Nc2ccc(N3CCOCC3)cc2)s1 | 29 | 9
CCCNc1cc(Nc2nc3ccccc3n2C)nc(N)n1 | -8 | -8
Cc1cc(NCCO)nc(-c2ccc(C(=O)N3CCN(C)CC3)cc2)n1 | 9 | -12
C=CCSc1nc2c(c(=O)n(C)c(=O)n2C)n1CC(=C)C | 6 | x
Cc1cnc(N2CCCC2CO)nc1NCc1ccccc1 (stereo unspecified) | 1 | -5
OCC1CCCN1c1nc(NCCN2CCOCC2)c2ncn(Cc3ccc(C(F)(F)F)cc3)c2n1 (stereo unspecified) | 0 | -14
Cc1noc(C)c1-c1nc(Nc2ccc(N3CCOCC3)cc2)c2ncn(-c3ccsc3)c2n1 | -1 | 19
c1ccc(Nc2nc(NC3CC3)c3ncn(-c4ccsc4)c3n2)cc1 | 2 | 7
Cc1cc(Nc2ccc3c(c2)OCO3)nc(NCCN2CCOCC2)n1 | -5 | 5
Cc1ncc2c(N3CCNC(=O)CC3)nc3ccccc3n12 | 16 | x
COc1cccc(Nc2nc(NCc3cccnc3)nc3c2cnn3-c2ccccc2)c1 | -53 | x
CNC(=O)c1ccccc1Nc1cc(Nc2ccc(N3CCOCC3)cn2)ncc1C(F)(F)F | 91* | -7
c1ccc(Nc2nc(Nc3nccc4ccccc34)nc3nc[nH]c23)cc1 | 8 | 1
FC(F)(F)c1cccc(CNc2cc(Nc3ccc(-n4ccnc4)cc3)ncn2)c1 | -20 | -9
FC(F)(F)c1cccc(CNc2ccnc(N3CCc4ccccc4C3)n2)c1 | -18 | -3
CCOc1cc(/C=C(\C#N)C(=O)NCC2CCCO2)ccc1OCC(N)=O (stereo unspecified) | -6 | x
CC(C)(C)NC(=O)c1ccc(-c2cn[nH]c2-c2ccc(F)cc2)cc1 | -10 | 3
CC(=O)Nc1ccc(NC(=O)c2ccc3nc(-c4ccccc4)sc3c2)cc1 | 6 | 10
CN(C)CCNC(=O)c1ccc2c(c1)CC(C(=O)Nc1ccc(-c3cn[nH]c3)cc1OCCN(C)C)CO2 (stereo unspecified) | 6 | 8
Cc1c(C(=O)OCCO)[n+](=O)c2ccccc2n1[O-] | -18 | x
CN=C(NC#N)NCCSCc1nc[nH]c1C | -3 | x
CN(C)CCOc1cc(-c2ccncc2)ccc1NC(=O)[C@@H]1Cc2ccccc2CN1 | -3 | 0
O=C(Cc1cn(-c2ccc(N3CCc4ccccc4C3)nn2)c2ccccc12)NC1CCN(Cc2ccccc2)CC1 | 3 | 10
Cc1cnc(NC2CCC(O)CC2)nc1NC1CC1 (stereo unspecified) | -16 | -17
CC(=O)Nc1ccc(Nc2nc(-c3cccc(C(C)=O)c3)nc3c2ncn3Cc2ccc(C(F)(F)F)cc2)cc1 | 0 | 2
CC(=O)c1cccc(-c2nc3ccc(C(=O)NCc4cccnc4)cc3s2)c1 | 0 | 3
Cn1c(-c2ccc3c(c2)OCO3)cnc1NCc1cccc(F)c1 | -4 | x
Cc1nn(C)c(C)c1-c1nc(C(=O)NCCN2CCOCC2)cs1 | -3 | 4
O=C(O)COc1ccccc1/C=N/NC(=O)CNC(=O)Cc1ccccc1 | 4 | x
c1ccc(CNc2nc(Nc3ccncn3)nc3c2ncn3-c2ccccc2)cc1 | 0 | -16
COc1cccc(CNC(=O)Nc2ccc(-c3cn[nH]c3)cc2OC2CCNC2)c1 (stereo unspecified) | 56* | 23
CCN(CC)C(=O)C1CCCN(c2cc(Nc3cc(OC)c(OC)c(OC)c3)nc(N)n2)C1 (stereo unspecified) | 6 | 3
FC(F)(F)c1ccc(Cn2cnc3c(NCc4nc5ccccc5[nH]4)nc(N4CCN(c5ccccn5)CC4)nc32)cc1 | -26 | -3
CC(C)c1nnc(-c2cc3ccccc3n2CC(=O)NCc2ccccc2)o1 | -1 | x
FC(F)(F)Oc1ccc(Nc2nccc(NCCc3ccccn3)n2)cc1 | -7 | 3
COc1ccc2c(c1)CC(C(=O)Nc1ccc(-c3cn[nH]c3)cc1Oc1cccnc1)CO2 (stereo unspecified) | -17 | -1
O=C(NCCN1CCOCC1)c1cccc(-c2ccccc2)n1 | -5 | -3
CC(=O)Nc1ccc(Nc2nc(NC3CCC(O)CC3)nc3c2ncn3-c2ccsc2)cc1 (stereo unspecified) | 44* | 21
NC(C(=O)N1CCC(Nc2ccc3[nH]ncc3c2)CC1)c1ccc(Br)cc1 (stereo unspecified) | 6 | -25
CCOc1ccc(/C=N/NC(=O)c2[nH]ncc2Br)c(O)c1 | 11 | x
CC(=O)Nc1ccc(Nc2nc(Nc3nc4ccccc4n3C)nc3c2ncn3-c2ccccc2)cc1 | 13 | -3
CO/N=C1\CN(c2nc3c(cc2F)c(=O)c(C(=O)O)cn3C2CC2)CC1CN (stereo unspecified) | 3 | x
COc1ccc(CCN(C)c2ccc([N+](=O)[O-])cc2)cc1OC | 4 | x
O=C(NCCOc1ccccc1)c1ccc2nc(Nc3ccccn3)sc2c1 | 4 | 3
Cc1cccc(CC(=O)Nc2cnn(-c3cccc(C(=O)Nc4nccs4)c3)c2)c1 | -10 | -12
C/C(CC(=O)Nc1ccc(F)cc1F)=N\NC(=O)c1cccnc1 | 6 | x
COc1ccc(-c2nc3ccc(C(=O)NC4CCN(Cc5ccccc5)CC4)cc3s2)cc1 | -2 | 7
CN1CC[C@H](Oc2cc(-c3cn[nH]c3)ccc2NC(=O)C2COc3ccccc3O2)C1 (stereo partly specified) | 1 | -12
COc1ccc(-c2cc(NCCCN3CCCC3=O)ncn2)cc1 | -24 | -9
Cc1noc(C)c1-c1nc(NCCN(C(C)C)C(C)C)c2ncn(-c3ccsc3)c2n1 | -8 | -4
Cc1cccc(Nc2cc(=O)[nH]c(=O)[nH]2)c1 | 6 | x
O=C(NCCOc1ccccc1)c1csc(Nc2ccc(-n3ccnc3)cc2)n1 | 8 | 13
O=C(NCc1c(-c2ccc(Cl)cc2)nc2n1CCS2)C12CC3CC(CC(C3)C1)C2 | -4 | x
Oc1ccc(CCNc2ncnc3nc(N4CCN(Cc5ccc6c(c5)OCO6)CC4)[nH]c23)cc1 | 13 | 41*
COc1ccc(CCNc2nc(-c3ccc(C(N)=O)cc3)nc3c2ncn3-c2ccccc2)cc1 | 2 | 17
Cc1noc(C)c1-c1nc(NC2CC2)c2ncn(-c3ccsc3)c2n1 | -5 | -7
Next results
SMILES | ULK1 primary | ASK1 inh
CN(C)CCOC(=O)COc1ccc(Cl)cc1 | -1 | x
Nc1nc(NCCc2ccc(O)cc2)cc(N2CCC(N3CCOCC3)CC2)n1 | 0 | -19
CN(C)C1CCN(c2cc(-c3cn[nH]c3)ccc2NC(=O)Cc2cccc(Cl)c2)CC1 | 17 | 4
c1ccc(-c2ccnc3ncnn23)cc1 | 13 | -7
O=C(NCc1cccc(C(F)(F)F)c1)c1ccc2nc(Nc3ccccn3)sc2c1 | -10 | 2
COc1cccc(CN(C(=O)Nc2ccc(-c3cn[nH]c3)cc2OC)C2CC2)c1 | -43 | -11
O=C(NNC(=O)C(O)(c1ccccc1)c1ccccc1)C1CC1 | 10 | x
c1ccc(OCCNc2nc(Nc3cccnc3)nc3nc[nH]c23)cc1 | 48* | 14
O=C(O)C1CCCN(Cc2cccnc2)C1 (stereo unspecified) | 5 | x
CCCCCC(=O)NNC(=O)c1c(O)c2ccccc2[nH]c1=O | -3 | x
FC(F)(F)c1ccc(Cn2cnc3c(NCCOc4ccccc4)nc(Nc4ccc5ncccc5c4)nc32)cc1 | -4 | 20
Nc1nc(N2CCc3ccccc3C2)nc2c1ncn2C1CCCCC1 | -6 | -6
Oc1ccc(CCNc2nc(N3CCN(c4ccccn4)CC3)nc3c2ncn3-c2ccsc2)cc1 | 2 | 39*
